Compound activity from PubChem BioAssay.
NF-kB expr up: compounds increasing NF-kB expression in human neuronal cells. fold change at 12.5 µM. actives 1.6% (n = 190,000). NF-kB reporter expression; active compounds read high; in the data active means fold change above about 3.3
ROMK mod: human ROMK K+ channel modulation, primary screen; actives 2% (n = 130,000); B-score at 10 µM; AID 1918; Tet-inducible ROMK, thallium flux fluorescence; actives lie on both sides; P48048;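 active means signal ratio slope over the read window, or its plate-corrected B-score, at least 3 SD from the plate mean, either direction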;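 further: B-score of the F/F0 ratio slope over 7 to 12 s after thallium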
Target sequence (P48048 whole entry, looked up): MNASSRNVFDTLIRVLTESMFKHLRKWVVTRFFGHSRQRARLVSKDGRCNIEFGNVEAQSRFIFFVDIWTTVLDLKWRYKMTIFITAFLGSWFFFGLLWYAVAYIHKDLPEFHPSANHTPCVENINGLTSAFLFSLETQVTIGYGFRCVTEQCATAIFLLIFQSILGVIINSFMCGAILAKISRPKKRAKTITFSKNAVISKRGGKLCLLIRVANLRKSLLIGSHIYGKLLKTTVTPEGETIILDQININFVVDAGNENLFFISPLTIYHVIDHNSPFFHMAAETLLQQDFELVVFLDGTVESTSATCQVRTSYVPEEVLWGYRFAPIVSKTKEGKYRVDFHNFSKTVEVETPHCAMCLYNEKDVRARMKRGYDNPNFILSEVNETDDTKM
FLuc stim CS: affects firefly luciferase, flagging false hits in luciferase stimulation screens; ATPlite luciferase biochemical, luminescence, 10 min; 0 = ATP-free wells, 1 = DMSO control; 200,000 tested, under 10 active; activation factor at 10 µM; P08659;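 active means luciferase activation factor, scaled between plate controls, of at least 2 with compound at 10 µM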
Target sequence (P08659 whole entry, looked up): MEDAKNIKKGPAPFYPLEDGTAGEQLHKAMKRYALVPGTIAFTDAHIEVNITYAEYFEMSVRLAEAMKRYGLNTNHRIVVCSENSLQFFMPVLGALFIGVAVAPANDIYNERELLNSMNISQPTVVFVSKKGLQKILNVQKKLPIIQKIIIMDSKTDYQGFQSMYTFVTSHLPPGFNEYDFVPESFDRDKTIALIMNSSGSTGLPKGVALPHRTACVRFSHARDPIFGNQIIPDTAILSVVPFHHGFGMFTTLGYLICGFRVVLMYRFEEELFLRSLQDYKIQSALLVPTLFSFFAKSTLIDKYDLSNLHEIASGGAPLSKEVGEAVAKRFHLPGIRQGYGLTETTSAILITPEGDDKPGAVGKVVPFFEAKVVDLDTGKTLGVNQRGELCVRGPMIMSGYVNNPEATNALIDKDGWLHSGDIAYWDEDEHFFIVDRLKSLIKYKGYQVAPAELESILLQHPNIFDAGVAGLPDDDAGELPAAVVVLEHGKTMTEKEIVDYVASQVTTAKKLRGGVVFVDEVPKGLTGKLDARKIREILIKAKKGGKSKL
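Material: luciferase plus luciferin reagent, cell-free. Medium: PBS buffer for ATP. Also added: ATP substrate, dispensed from a 10.24 µM working solution in PBS. Doses: test compounds dosed from 2 mM stocks in 100% DMSO. Incubation: 10 min post-reagent at room temperature. Technique: light output (luminescence). Read-out basis: luminescence gain marking luciferase activators.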
STAT3 act: increases IL-6 driven STAT3 reporter signal; activation (% of control), % at 5.6 µM; actives 0.91% (n = 190,000); U3A cells, IL-6 STAT3-luciferase reporter, luminescence; 100% = signal with IL-6 EC80 alone;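 active means activation above the screen-wide mean of compound activation plus 3 SD, cut at about 130% in these data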;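 further: 0% = background luminescence of wells with medium and substrate only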
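Test system: Human STAT1-deficient U3A cells with stable STAT3-luciferase reporter | Also added: Interleukin-6, 33 ng/mL | Timing: Compound pre-incubation 1 h before IL-6, then 6 h stimulation at 37 °C | Technique: Luciferase reporter luminescence | Read-out: Percent of IL-6-only median luminescence | Benchmarks: IL-6-only wells as 100% reference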
STAT1 act: increases IFN-gamma driven STAT1 reporter signal; AID 932; NIH 3T3 STAT1-luciferase reporter, luminescence; 100% = IFN-gamma alone, no compound; activation (% of control), % at 5.5 µM; actives 2.6% (n = 200,000);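 active means activation above the screen-wide mean activation plus 3 SD, cut at about 130% in these data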;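 further: raw ratio to IFN-gamma control signal so 100% means no change and 0% no light; values of inactives mirror those of a sister screen read the other way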
APP 5UTR inh: APP translation inhibition | SH-SY5Y APP 5'UTR-luciferase reporter, luminescence | inhibition, % at 2 µM | actives 0.82% (n = 190,000);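 active means inhibition above a set limit, derived from the sample mean plus 3 SD, cut at about 45% in these data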; further: values of inactives mirror those of a sister screen read the other way
STAT1 inh: reduces IFN-gamma driven STAT1 reporter signal | AID 920 | inhibition, % at 5.5 µM | NIH 3T3 STAT1-luciferase reporter, luminescence | actives 0.35% (n = 200,000);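 active means inhibition above a set limit, the mean inhibition across all tested compounds plus 3 SD, cut at about 34% in these data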;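 further: 0% = IFN-gamma with DMSO and 100% = IFN-gamma with 300 µM nifuroxazide; values of inactives mirror those of a sister screen read the other way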
STAT3 blocker: reduces IL-6 driven STAT3 reporter signal; U3A cells, IL-6 STAT3-luciferase reporter, luminescence; host cell line lacks STAT1; inhibition, % at 5.5 µM; actives 0.89% (n = 190,000); AID 862;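 active means inhibition above the mean inhibition across all screened compounds plus 3 SD, cut at about 44% in these data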;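 further: 0% = DMSO only wells and 100% = 100 µM nifuroxazide control wells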
FLuc inh counter: counter-screen for luciferase assay inhibitors: firefly luciferase inhibition; P08659; ATPLite firefly luciferase biochemical luminescence, 10 min; inhibition, % at 10 µM; actives 1.5% (n = 200,000);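 active means inhibition above about 50% when tested at 10 µM, limit read from the data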
APP 5'UTR act: activates APP 5'UTR luciferase reporter | activation, % at 2 µM | SH-SY5Y APP 5'UTR luciferase reporter, luminescence; zero percent = DMSO vehicle wells | actives 1% (n = 190,000);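 active means activation above a set limit, based on mean plus 3 SD of controls, cut at about 140% in these data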; further: values of inactives mirror those of a sister screen read the other way
The depositor's hits bear a star; . = no result given.

Assay codes: A = NF-kB expr up; B = ROMK mod; C = FLuc stim CS; D = STAT3 act; E = STAT1 act; F = APP 5UTR inh; G = STAT1 inh; H = STAT3 blocker; I = FLuc inh counter; J = APP 5'UTR act
CC(=O)OCC1=C(C(=O)O)N2C(=O)C(NC(=O)C(C)Cn3nc(C)c(Cl)c3C)C2SC1 (configuration not stated)
  A: .	B: 0.044	C: 1.1	D: 98	E: 105	F: -7	G: -5	H: 9	I: -9	J: 7

Cc1ccc(-c2cc3cccc[n+]3cc2-c2ccc(C)cc2)cc1
  A: 0.9	B: .	C: 1.1	D: 50	E: 68	F: 6	G: 36*	H: 61*	I: -6	J: -6

Cc1ccsc1S(=O)(=O)N1CCCC(CCC(=O)NCc2ccccc2F)C1 (configuration not stated)
  A: 0.93	B: -0.28	C: 1.1	D: 94	E: 93	F: -31	G: 7	H: 12	I: -8	J: 31

CCCOc1cc(C)c(S(=O)(=O)NC2CC(C)(C)NC(C)(C)C2)cc1C
  A: 0.98	B: -4.4*	C: 1.1	D: 101	E: 99	F: -4	G: 1	H: -3	I: -13	J: 4

O=C(N/N=C1\CCCc2c1[nH]c1ccc([N+](=O)[O-])cc21)c1ccncc1
  A: 1.1	B: .	C: 1.1	D: 96	E: 107	F: 0	G: -8	H: 9	I: -6	J: 0

CC(=O)c1cn(CC(=O)Nc2ccccc2C)c2ccccc12
  A: 1	B: .	C: 1	D: 64	E: 77	F: 1	G: 25	H: 44*	I: -3	J: -1

Cc1ccc(CSc2n[nH]c(N)n2)cc1
  A: 1.3	B: 1.5	C: 0.7	D: 102	E: 102	F: -19	G: -4	H: 0	I: 31	J: 19

COc1ccc(-c2cc(=Nc3c(C)n(C)n(-c4ccccc4)c3=O)c3ccccc3o2)cc1
  A: 1.2	B: -0.015	C: 0.8	D: 89	E: 142*	F: -57	G: -44	H: 13	I: 20	J: 57

COC(=O)c1ccccc1NC(=O)Oc1ccc(F)cc1
  A: 1.1	B: .	C: 1	D: 102	E: 93	F: 5	G: 8	H: 1	I: -4	J: -5

COC(=O)C1=C(C)NC(C)=C(C(=O)OC)C1C(=O)OCC(=O)N1c2ccccc2CC1C (configuration not stated)
  A: 1.1	B: 0.38	C: 1	D: 95	E: 98	F: 8	G: 2	H: 5	I: -3	J: -8

O=C(/C=C/c1ccccc1Cl)NCCc1ccccc1
  A: 2.5	B: 0.016	C: 0.9	D: 106	E: 114	F: -48	G: -15	H: -3	I: 13	J: 48

Cc1cc(C)nc(NS(=O)(=O)c2ccc(NC(=O)CN3C(=O)S/C(=C\c4ccccc4)C3=O)cc2)n1
  A: 1.1	B: .	C: 1.1	D: 96	E: 109	F: 10	G: -10	H: 4	I: -6	J: -10

COc1ccc(F)cc1C(=O)C1CCCN(C(=O)C2=C(C)OCCO2)C1 (configuration not stated)
  A: 1.1	B: 0.87	C: 1	D: 102	E: 92	F: -8	G: 7	H: 2	I: 2	J: 8

O=C(CNC(=O)c1cccs1)NCC(=O)OCc1ccc(Cl)cc1Cl
  A: 1.1	B: .	C: 1	D: 104	E: 101	F: -15	G: -2	H: 0	I: -3	J: 15

CCOC(=O)C(NC(C)=O)C(=O)O (configuration not stated)
  A: 1.2	B: .	C: 1.1	D: 98	E: 102	F: -13	G: -2	H: 7	I: -7	J: 13

O=C(N/N=C\c1ccc(OC(=O)c2cccs2)cc1)c1ccc(Cl)cc1
  A: 1	B: 0.074	C: 1	D: 101	E: 105	F: 6	G: -5	H: 3	I: 0	J: -6

CCOC(=O)N1CCN(Cc2nc(-c3cccc(C)c3)no2)CC1
  A: 1.3	B: -0.0018	C: 1	D: 112	E: 90	F: -15	G: 10	H: -8	I: -4	J: 15

Cc1cccc(C(=O)NCc2nnc(SCc3ccc(F)cc3)n2C)c1
  A: 1.3	B: -0.1	C: 1	D: 97	E: 103	F: -15	G: -5	H: 8	I: -5	J: 15

[O-][N+]1=c2ccc(Nc3ccccc3)cc2=NC12CCCCC2
  A: 1	B: -1.6	C: 1	D: 106	E: 134*	F: 33	G: -37	H: -4	I: 0	J: -33

CN(C)S(=O)(=O)c1ccc(/C(O)=C2/C(=O)C(=O)N(Cc3cccnc3)C2c2cccs2)cc1 (configuration not stated)
  A: .	B: .	C: 1	D: 82	E: 107	F: 19	G: -10	H: 25	I: 3	J: -19

COC(=O)CN1C(c2ccccc2O)Nc2ccc(Br)cc2C1c1ccccc1 (configuration not stated)
  A: 1.1	B: 0.027	C: 1	D: 101	E: 99	F: .	G: 1	H: -1	I: -5	J: .

COC(=O)c1c(NC(=O)c2ccco2)sc(C(=O)N(C)C)c1C
  A: 0.91	B: -0.15	C: 1	D: 105	E: 104	F: 1	G: -3	H: -4	I: -1	J: -1

Cc1cccc2cc(CN(CC3CCCO3)C(=O)c3ccco3)c(=O)[nH]c12 (configuration not stated)
  A: 0.96	B: .	C: 1	D: 102	E: 94	F: 1	G: 7	H: 2	I: -4	J: -1

Cc1cc(Cl)ccc1OCC(=O)N1CCCCC1
  A: 1.8	B: .	C: 1	D: 104	E: 105	F: -29	G: -5	H: -1	I: 0	J: 29

CC(=O)c1ccc(NC(=O)Cn2nc(C)cc2C)cc1
  A: 0.97	B: -0.13	C: 1	D: 102	E: 98	F: 17	G: 2	H: 1	I: -4	J: -17

COc1ccc(CCN(C)c2ccc(S(=O)(=O)N3CCCC3)cn2)cc1OC
  A: 1	B: 0.072	C: 1	D: 99	E: 87	F: 8	G: 14	H: 5	I: -2	J: -8

Cc1cc(Nc2ccc(O)cc2)n2c(nc3ccccc32)c1C#N
  A: 1.1	B: 0.4	C: 1	D: 72	E: 94	F: 15	G: 6	H: 37	I: -4	J: -15

O=C(Cc1coc2cc3c(cc12)CCC3)OCC(=O)N1CCCC1=O
  A: 0.98	B: -0.35	C: 1	D: 85	E: 93	F: 24	G: 8	H: 25	I: -3	J: -24

CC1(C)CC(=O)C2=C(C1)OC1=C(C(=O)CC(C)(C)C1)C2c1ccccc1
  A: 1.6	B: -0.15	C: 1.1	D: 108	E: 99	F: -5	G: 1	H: -3	I: -6	J: 5

O=S(=O)(c1ccc(S(=O)(=O)N2CCN(Cc3ccccc3)CC2)cc1)N1CCOCC1
  A: 1.5	B: .	C: 1.1	D: 95	E: 99	F: 4	G: 1	H: 15	I: -5	J: -4

Cc1ccc(NS(=O)(=O)c2ccc3c(c2)CCC(=O)N3)cc1C
  A: 0.94	B: -1.7	C: 1.1	D: 100	E: 83	F: 25	G: 18	H: 11	I: -9	J: -25

NC(=O)COC(=O)c1ccc(Cl)c(S(=O)(=O)N2CCN(c3ccc(F)cc3)CC2)c1
  A: 1.1	B: -1.4	C: 1	D: 103	E: 101	F: 11	G: -2	H: 2	I: -2	J: -11

CCn1c(SCC(=O)N2c3ccccc3Sc3ccc(Cl)cc32)nc2c1c(=O)n(C)c(=O)n2C
  A: .	B: .	C: .	D: 107	E: 91	F: 16	G: 3	H: -6	I: .	J: -16

Cc1nc(N)sc1C(=O)N/N=C/c1c[nH]c2ccccc12
  A: 0.71	B: 2.7	C: 0.9	D: 88	E: 93	F: .	G: 7	H: 14	I: 10	J: .

COCCCNC(=O)CN(c1ccc(OC)cc1)S(=O)(=O)c1ccc(NC(C)=O)cc1
  A: 0.94	B: -0.14	C: 1	D: 102	E: 95	F: -6	G: 6	H: 1	I: -2	J: 6

Cc1nc(SCC(=O)Nc2c(C)n(C)n(-c3ccccc3)c2=O)[nH]c(=O)c1Cc1ccccc1
  A: 0.97	B: .	C: 1.1	D: 100	E: 104	F: 9	G: -4	H: 4	I: -7	J: -9

O=C(O)C1C(c2ccccc2)C(C(=O)OCCCO)C1c1ccccc1 (configuration not stated)
  A: 1.1	B: .	C: 1	D: 93	E: 109	F: 6	G: -10	H: 11	I: 0	J: -6

COc1ccc(C(=O)Nc2ccc(C(=O)OCC(=O)c3cccc4ccccc34)cc2)cc1
  A: 1.1	B: .	C: 1	D: 99	E: 93	F: 2	G: 8	H: -4	I: 5	J: -2

Cc1cccc(C(=O)NC(=S)Nc2ccc(N3CCOCC3)cc2)c1
  A: 1.2	B: 0.81	C: 1	D: 97	E: 107	F: -19	G: -8	H: 8	I: 1	J: 19

Cc1nc(NCCc2ccc(S(N)(=O)=O)cc2)c2c(C)c(C)sc2n1
  A: 0.96	B: 1	C: 1	D: 57	E: 81	F: -6	G: 21	H: 54*	I: -2	J: 6

NC(=O)CSc1nnc(CCc2nc3ccccc3[nH]2)n1-c1ccccc1
  A: .	B: 0.32	C: .	D: 105	E: 100	F: -4	G: -4	H: -4	I: .	J: 3

COc1ccc(-n2nc(C(=O)c3cccs3)cc(-c3nc4ccccc4[nH]3)c2=N)cc1
  A: 1.2	B: .	C: 1.1	D: 96	E: 99	F: -2	G: 1	H: 9	I: -5	J: 2

CCOC(=O)Cc1csc(NC(=O)CS(=O)(=O)Cc2ccccc2)n1
  A: 1.1	B: .	C: 1	D: 96	E: 100	F: -15	G: 5	H: 8	I: -4	J: 15

COc1cccc(NC(=S)N/N=C2\CC3CCC2(C)C3(C)C)c1 (configuration not stated)
  A: 1.4	B: -0.76	C: 1	D: 105	E: 129*	F: -60	G: -32	H: -4	I: 4	J: 60

Ordered by count of non-hydrogen atoms (low to high): part of the list above
Assay codes: A = NF-kB expr up; B = ROMK mod; C = FLuc stim CS; D = STAT3 act; E = STAT1 act; F = APP 5UTR inh; G = STAT1 inh; H = STAT3 blocker; I = FLuc inh counter; J = APP 5'UTR act
Cc1nc(N)sc1C(=O)N/N=C/c1c[nH]c2ccccc12
  A: 0.71	B: 2.7	C: 0.9	D: 88	E: 93	F: .	G: 7	H: 14	I: 10	J: .

COc1cccc(NC(=S)N/N=C2\CC3CCC2(C)C3(C)C)c1 (configuration not stated)
  A: 1.4	B: -0.76	C: 1	D: 105	E: 129*	F: -60	G: -32	H: -4	I: 4	J: 60

Cc1cccc(C(=O)NC(=S)Nc2ccc(N3CCOCC3)cc2)c1
  A: 1.2	B: 0.81	C: 1	D: 97	E: 107	F: -19	G: -8	H: 8	I: 1	J: 19

O=C(O)C1C(c2ccccc2)C(C(=O)OCCCO)C1c1ccccc1 (configuration not stated)
  A: 1.1	B: .	C: 1	D: 93	E: 109	F: 6	G: -10	H: 11	I: 0	J: -6

NC(=O)CSc1nnc(CCc2nc3ccccc3[nH]2)n1-c1ccccc1
  A: .	B: 0.32	C: .	D: 105	E: 100	F: -4	G: -4	H: -4	I: .	J: 3

COc1ccc(-n2nc(C(=O)c3cccs3)cc(-c3nc4ccccc4[nH]3)c2=N)cc1
  A: 1.2	B: .	C: 1.1	D: 96	E: 99	F: -2	G: 1	H: 9	I: -5	J: 2

COc1ccc(C(=O)Nc2ccc(C(=O)OCC(=O)c3cccc4ccccc34)cc2)cc1
  A: 1.1	B: .	C: 1	D: 99	E: 93	F: 2	G: 8	H: -4	I: 5	J: -2

Cc1nc(SCC(=O)Nc2c(C)n(C)n(-c3ccccc3)c2=O)[nH]c(=O)c1Cc1ccccc1
  A: 0.97	B: .	C: 1.1	D: 100	E: 104	F: 9	G: -4	H: 4	I: -7	J: -9
